S1P3 agonist: activates the human S1P3 receptor; S1P3 NFAT-BLA reporter cells, agonism, FRET ratio; relative to 1 µM S1P, basal subtracted; activation, % at 4.5 µM; 0.1% of 60,000 active; AID 373;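 active = activation above the screen-wide mean plus 3 SD, cut at about 4.5% in these data, passing the limit was not always enough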; also: some compounds called inactive have numbers as strong as hits
Target sequence (Q99500 whole entry, looked up): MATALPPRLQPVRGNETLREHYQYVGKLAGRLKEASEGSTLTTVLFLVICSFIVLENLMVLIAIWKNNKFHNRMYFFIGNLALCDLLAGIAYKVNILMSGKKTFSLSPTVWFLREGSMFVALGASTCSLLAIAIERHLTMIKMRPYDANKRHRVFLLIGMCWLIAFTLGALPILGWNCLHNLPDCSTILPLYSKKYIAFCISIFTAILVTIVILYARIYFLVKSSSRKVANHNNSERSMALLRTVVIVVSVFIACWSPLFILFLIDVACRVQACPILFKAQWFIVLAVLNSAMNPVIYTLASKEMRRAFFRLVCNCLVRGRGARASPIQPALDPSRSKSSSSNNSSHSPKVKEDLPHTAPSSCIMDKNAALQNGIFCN
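Material: Human S1P3 NFAT-BLA reporter CHO cells | Incubation: Overnight plating, 4 h compound 37 °C, 2 h substrate RT | Signal: FRET β-lactamase substrate fluorescence, excitation 405 nm, 460/535 nm emission ratio, background-subtracted | Compound: 4.5 µM final, single dose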
5HT1E ag: agonists of human 5-HT1E serotonin receptor. P28566. CHO 5-HT1E Ga15 NFAT-bla reporter, FRET; 0% DMSO wells, 100% control agonist wells. activation, % at 6 µM. 0.69% of 65,000 active. AID 574;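 active = activation above a set limit, the screen-wide mean activation plus 3 SD, cut at about 8.5% in these data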;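 also: 100% = positive control agonist at 1 µM giving full maximal response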
Target sequence (P28566 whole entry, looked up): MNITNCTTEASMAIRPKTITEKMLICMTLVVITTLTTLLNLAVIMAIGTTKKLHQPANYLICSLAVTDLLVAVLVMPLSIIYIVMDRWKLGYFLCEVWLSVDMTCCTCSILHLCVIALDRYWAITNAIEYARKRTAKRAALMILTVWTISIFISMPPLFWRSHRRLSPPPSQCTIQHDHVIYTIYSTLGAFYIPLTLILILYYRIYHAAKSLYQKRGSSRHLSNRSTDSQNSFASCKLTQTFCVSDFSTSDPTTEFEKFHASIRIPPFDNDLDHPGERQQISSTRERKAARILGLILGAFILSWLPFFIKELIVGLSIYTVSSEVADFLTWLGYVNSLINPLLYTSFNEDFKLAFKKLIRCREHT
HTR1E antagonist: antagonists of human 5-HT1E serotonin receptor; P28566; CHO 5-HT1E Ga15 NFAT-bla reporter, FRET, antagonist; inhibition, % at 6 µM; 0.99% of 65,000 active;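 active = inhibition above a set limit, the mean inhibition across every tested compound plus 3 SD, cut at about 29% in these data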;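 also: signal is the 460 over 535 nm emission ratio of beta-lactamase substrate; 0% = agonist plus DMSO wells and 100% = wells without agonist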
RORA act: activates the human nuclear receptor RORA; CHO-K1 Gal4-RORA LBD luciferase reporter, luminescence; percent increase over mock-subtracted basal signal; activation, % at 10 µM; 1.5% of 65,000 active;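 active = activation above the mean of all tested compounds plus 3 SD, cut at about 49% in these data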;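 also: 0% = DMSO-treated RORA cells and 100% = added signal equal to DMSO minus mock-transfected cells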
AP complement: alternative pathway complement inhibition, orthogonal assay | inhibition, % at 5 µM | Human serum alternative complement pathway, LPS-coated ELISA, C3 deposition; tested in compound mixtures | AID 1235 | 0.08% of 62,000 active;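 active = inhibition above 30% in each of the two pooled mixtures holding the compound, so the lower value exceeds 30%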;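 also: 0% = serum in Mg-EGTA without compound and 100% = EDTA serum blank; some compounds past the cut are filed as inactive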
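Assay system: Human serum alternative complement pathway, C3 deposition on LPS-coated wells | Incubation: 1 h serum-compound exposure at 37 °C | Doses: 5 µM per compound in ten-compound mixtures | Read-out: Percent inhibition | Technique: ELISA with HRP anti-human C3 antibody, TMB substrate, absorbance 450 nm | Replication: Two pool placements per compound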
SF1 activator: activators of human nuclear receptor SF-1; CHO-K1 Gal4-SF-1 LBD luciferase reporter; % increase over DMSO SF-1-specific signal; AID 522; activation, % at 10 µM; 1.9% of 65,000 active; Q13285;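 active = activation above the mean activation of all tested compounds plus 3 SD, cut at about 50% in these data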
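Test system: CHO-K1 cells with Gal4–hSF-1 LBD chimera plus Gal4-driven luciferase; Input: 4,000 cells/well; Compound: 10 µM only; Times: 20 h compound treatment, 37 °C; Measured by: steady-glow luciferase luminescence, read after 15 min reagent incubation; Measure: percent activation versus DMSO; Control set: DMSO and mock-transfected background; Replicates: one test per compound.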
5-HT1A blocker: antagonists of human 5-HT1a serotonin receptor; P08908; CHO 5-HT1a Ga15 NFAT-bla reporter, antagonist mode; inhibition, % at 10 µM; 0.68% of 62,000 active;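 active = inhibition above the mean of all tested compounds plus 3 SD, cut at about 43% in these data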;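 also: receptor stimulated by 5-CT agonist at 100 nM near EC80; beta-lactamase reporter measured by ratiometric fluorescence of a cleavable substrate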
S1P1 ag-PAM: S1P1 (human) agonism or agonism potentiation; S1P1 CRE-bla cells, forskolin, beta-lactamase FRET, potentiator mode; S1P1 agonist co-added at EC20, 2 nM; 100% = saturating reference agonist, 0% = basal; activation, % at 9.5 µM; 0.57% of 56,000 active;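 active = activation above a cutoff set at the mean activation of all tested compounds plus 3 SD, cut at about 54% in these data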;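 also: forskolin at 4 µM as EC80 and the EC20 agonist is SEW2871; 100% = SEW2871 at its EC100 plus forskolin at EC80; some compounds past the cut are filed as inactive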
Ecoli tolC: E. coli tolC mutant growth inhibition | E. coli BW25113 tolC mutant growth, OD615 | growth inhibition, % at 10 µM (by protocol) | 2.2% of 65,000 active;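 active = growth inhibition at or above a cutoff equal to the mean over every tested compound plus 3 SD, cut at about 60% in these data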;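 also: growth measured after 20 h incubation at 37 °C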
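test system = E. coli BW25113 ΔtolC::kan bacteria | medium = LB with kanamycin 50 µg/mL | signal = OD at 615 nm | schedule = 37 °C, 20 h exposure | evaluation = % inhibition of E. coli growth | compound dosing = one dose of 10 µM final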
Active calls of the source: *; · = no result given.

compound,S1P3 agonist,5HT1E ag,HTR1E antagonist,RORA act,AP complement,SF1 activator,5-HT1A blocker,S1P1 ag-PAM,Ecoli tolC
Cc1ccccc1Cn1cnc2c(nnn2Cc2ccc(F)cc2)c1=O,-1.0,0.4,4,5,10,-2,14,-2,2
Cc1cc(NC(=O)CSc2ncnc3ccccc23)no1,-1.5,-0.6,9,3,7,2,13,9,3
CCOC(=O)Cn1nnnc1CN(Cc1ccc(OC)cc1)Cc1cc2cc(CC)ccc2[nH]c1=O,0.5,1.9,-5,17,5,12,-8,-26,55
CCCOC(=O)CN1C(=O)c2ccccc2C1=O,-0.4,-0.7,-7,-13,21,3,1,7,-12
COCCn1nnnc1CN1CCC(O)(c2cccc(C(F)(F)F)c2)CC1,-1.5,0.1,3,-22,0,-13,8,8,-11
COc1ccc2nc3c(cc2c1)c(NC(=O)C1CCCO1)nn3CC(C)C (centres undefined),1.2,2.3,-10,10,15,32,-33,-19,34
Cc1ccc(Br)cc1S(=O)(=O)N1CCN(c2ccccc2)CC1,-0.9,-1.0,-1,22,5,10,-9,3,32
Cc1ccccc1C(=O)Nc1c(C(=O)N2CCCC2)cnn1-c1ccccc1,-1.6,0.9,4,-9,-2,-3,8,-18,-26
CCN1CCN(CC(=O)Nc2ccc3c(c2)OCO3)C(=O)C1=O,-0.6,0.5,-13,17,-1,-17,-10,-9,-10
C=C(C)CSc1nnc(-c2cccc(Cl)c2)n1N,·,-1.3,1,47,12,35,-14,·,11
COC(=O)Nc1c(-c2ccccc2)nc2ccccn12,0.5,-0.4,-10,-1,23,-24,-6,-20,-11
CC(NC(=O)Nc1ccccn1)N1C(=O)C2C3C=CC(C3)C2C1=O (centres undefined),-0.8,-0.1,-6,-12,8,-12,0,-38,-10
OCC(CO)(CO)n1cnnn1,-0.5,0.3,4,0,-22,-3,4,-3,-12
N=c1n(CCN2CCCC2)c2ccccc2n1CC(O)c1ccco1 (centres undefined),-0.1,0.4,6,-12,1,12,2,-4,-11
COc1cccc(CN(CC(=O)NCC2CCCO2)C(=O)CCC(=O)Nc2cc(C)on2)c1 (centres undefined),0.8,0.1,1,-4,2,3,-8,-4,-22
Cc1cc(C)c2c(=O)[nH]c(SCC(=O)Nc3ccccc3)nc2n1,-0.1,-1.3,1,13,-8,0,3,-36,-7
CC1CCCCN1CCNC(=O)CC1Oc2ccccc2NC1=O (centres undefined),-0.3,1.2,-4,8,14,2,-10,-23,-10
CCN(CC)S(=O)(=O)c1ccc(NCc2ccccc2)nc1,-1.2,-0.2,3,0,14,4,15,·,-11
COC(=O)Cn1c(CN2CCOCC2)nc2c1c(=O)n(C)c(=O)n2C,0.2,0.6,-8,-16,-5,-13,-2,-7,-13
COc1cccc(C(=O)CSc2nnnn2C)c1,-1.5,0.1,-3,-2,-4,-6,-5,7,-4
COCCN1Cc2cccc(C(=O)Nc3cccnc3)c2C1=O,-0.5,0.0,10,-5,12,1,-19,-15,-4
Cc1cc(NC(=O)c2cnccn2)no1,-1.1,-0.3,5,5,-3,-23,2,-8,-3
CCOc1cc(CNC(=O)CN2C(=O)c3ccccc3S2(=O)=O)ccc1OC,·,0.1,15,-7,3,-9,2,·,-24
Cc1ccc(C)c(-n2nnnc2SCC(=O)c2ccc3c(c2)NC(=O)CO3)c1,-0.5,-0.1,6,-13,-3,-12,0,14,17
O=C(NC1CCCCCC1)C1CCN(S(=O)(=O)N2CCC3(CC2)OCCO3)CC1,-0.4,-0.5,0,10,2,3,-9,-9,-10
COC(=O)CCCCCNc1ccc(C(=O)OC)cc1N,-2.5,0.7,-9,9,9,4,8,15,10
CCC(=O)Nc1ccc(C(=O)Cn2nc(C(=O)O)c3ccccc3c2=O)cc1,-0.5,-0.2,-8,7,1,-4,15,13,-6
COc1ccc(N2CCN(C(=O)c3cc4c(-c5ccc(Cl)cc5)nn(C)c4s3)CC2)cc1,-0.6,1.2,-5,-11,17,11,3,-16,7
O=C(Nc1cccnc1)c1cc2nc(C3CC3)cc(C(F)(F)F)n2n1,0.1,0.6,4,-11,-1,-3,-18,1,12
CCCCOc1ccc(C(C)NC(=O)C2CCCN(S(=O)(=O)CC)C2)cc1 (centres undefined),-0.9,-0.7,11,-15,15,-3,-13,6,-9
COc1cccc(-c2cc(C(=O)NCc3ccco3)no2)c1,·,-0.5,4,36,10,41,11,·,9
Cc1ccc(-c2cc(-c3ccc4c(c3)OCO4)c(C#N)c(N)n2)o1,0.9,0.2,-7,-13,-4,9,5,-68,·
CCOc1ccc2nc(SC(CC)C(=O)Nc3cc(C)on3)sc2c1 (centres undefined),-0.1,1.9,-10,17,1,6,4,-12,2
Cc1cc(NC(=O)c2cnn3cccnc23)n(-c2ccccc2)n1,-0.7,-0.4,24,10,33,2,-9,-31,17
O=S(=O)(NCc1ccccn1)c1ccc2c(c1)OCCO2,-1.2,0.8,-11,-25,13,14,6,-3,-27
CC(C)Sc1nc2c(c(=O)n(C)c(=O)n2C)n1Cc1ccc(Cl)cc1,-0.6,0.2,-2,14,18,9,1,3,44
O=C(CN(C(=O)CNS(=O)(=O)c1ccccc1)C1CCCC1)NCC1CCCO1 (centres undefined),-0.2,-1.2,8,-11,12,15,-6,-5,3
O=C(Cc1cccs1)Nc1ccccn1,-1.2,-0.2,6,-15,24,0,-2,-3,-1
CCOC(=O)N1CCN(C(=O)c2oc3ccc(S(=O)(=O)N4CCCCCC4)cc3c2C)CC1,·,-1.2,-4,14,10,8,-4,·,22
CC12CCC(C(=O)Nc3ccccc3N3CCOCC3)(CC1=O)C2(C)C (centres undefined),-0.3,-0.3,5,14,0,-12,1,·,12
Cn1c(=O)oc2cc(S(=O)(=O)NCCC(=O)N3CC=C(c4ccccc4)CC3)ccc21,0.0,0.5,-1,5,25,-12,-7,11,26
COc1cccc(C(=O)Nc2c(C(N)=O)oc3ccccc23)c1,0.1,0.5,14,12,3,11,11,15,-1
COc1ccccc1Oc1ccc2c(c1)C(=O)N(c1cccc(O)c1)C2=O,-1.9,0.9,2,-4,-18,27,13,94*,3
Brc1ccc(C2=Nn3c(nnc3-c3n[nH]c4c3CCC4)SC2)cc1,2.0,-0.3,57*,-16,25,-9,30,-49,25
Oc1ccc(Cl)cc1CNc1ccc(Br)cn1,-1.5,-0.4,2,33,-2,89*,18,11,7
Cc1nc(CNS(=O)(=O)c2ccccc2F)cs1,-0.2,-1.1,5,-4,-4,4,-8,-7,-19
O=C(CSc1ccc2nnc(-c3ccncc3)n2n1)NCc1ccco1,0.0,1.7,-2,-12,10,8,0,4,-16
CS(=O)(=O)c1ccc(Cl)c(NC(=O)C2CC(=O)N(Cc3ccccc3)C2)c1 (centres undefined),-0.9,-0.6,-4,-3,11,-15,10,-19,-8
N#CC1=C(N)Oc2cc3c(cc2C1c1ccc(Cl)cc1)OCO3 (centres undefined),-0.7,0.1,-8,8,-2,-4,6,34,8
CS(=O)(=O)N(CC(=O)NCCSCc1c(F)cccc1Cl)c1ccc2c(c1)OCO2,-0.2,-0.2,12,-4,9,0,4,5,2
Cc1cc(=O)oc2cc3c(cc12)OCCN3,2.0,12*,-15,6,2,-6,-36,-55,-9
Oc1ccc(N2CCN(c3ncnc4sc5c(c34)CCC5)CC2)cc1,-1.0,0.9,-1,-43,17,-50,14,64,-16
CN(C)C(=O)COc1ccc2cc(-c3ccccc3)c(=O)oc2c1,-0.6,0.5,-2,29,-7,24,-4,16,-5
CCc1nnc(NC(=O)CSc2nnc(CSc3nc(C)cc(C)n3)n2CC)s1,-1.0,0.7,-4,1,-19,-10,-6,-5,-30
O=C(c1ccc(COc2ccccc2Cl)o1)N1CCN(c2ccccc2)CC1,-0.9,0.8,2,8,9,-14,6,15,84*
O=C(NCc1ccccn1)C1COc2ccccc2O1 (centres undefined),-1.6,0.5,9,-15,11,6,0,·,4
CC1(C)CC(C(=O)Nc2nccs2)CCO1 (centres undefined),-0.1,-0.7,-3,15,1,-2,3,12,-9
N#CC(C(=O)C1CCCCC1)c1nc2ccccc2[nH]1 (centres undefined),·,-0.3,0,24,1,5,-3,·,24
c1ccc2[nH]c(CSc3nnc(-c4ccncc4)o3)nc2c1,-0.1,-0.6,9,-26,-6,4,4,-4,14
Cc1cc(C(=O)Nc2cnn(Cc3ccc(Cl)cc3Cl)c2)no1,-1.6,-1.6,-7,22,12,-2,6,12,0

Three of the entries above in order of their number in S1P3 agonist, ascending.
structure,S1P3 agonist,5HT1E ag,HTR1E antagonist,AP complement,5-HT1A blocker,S1P1 ag-PAM
Cc1cc(NC(=O)c2cnccn2)no1,-1.1,-0.3,5,-3,2,-8
N#CC1=C(N)Oc2cc3c(cc2C1c1ccc(Cl)cc1)OCO3 (centres undefined),-0.7,0.1,-8,-2,6,34
COc1cccc(CN(CC(=O)NCC2CCCO2)C(=O)CCC(=O)Nc2cc(C)on2)c1 (centres undefined),0.8,0.1,1,2,-8,-4

Continued:
compound,S1P3 agonist,5HT1E ag,HTR1E antagonist,RORA act,AP complement,SF1 activator,5-HT1A blocker,S1P1 ag-PAM,Ecoli tolC
O=C(CC1Oc2ccccc2NC1=O)NCCCN1CCN(C2CCCCC2)CC1 (centres undefined),-0.5,1.3,4,4,20,16,0,-9,-8
CCOc1ccc(N(Cc2cc3ccc(C)cc3[nH]c2=O)C(=O)COC)cc1,0.5,-0.2,2,7,-9,4,-1,-11,-6
CCCN(CCC)CCCNS(=O)(=O)c1ccc2c(c1)oc(=O)n2C,-0.7,-0.7,-9,-3,9,17,-7,-21,-20
Cc1nc(-c2ccc(NC(=O)c3cccs3)cc2)cs1,0.0,-1.4,-1,32,3,28,11,6,3
CN1CCc2c(sc3c2C(=O)NC(c2cccc(OC(=O)c4cccs4)c2)N3)C1 (centres undefined),-1.4,-0.4,-3,62*,15,58*,8,-7,3
CC(C)n1c(C(=O)OCC(=O)NCc2ccc3c(c2)OCO3)cc2sccc21,·,-0.6,1,-6,-3,-4,18,·,58
CCCN1C2CCCC1CC(NC(=O)c1cc(OC)c(OC)c(OC)c1)C2 (centres undefined),-0.2,-0.6,0,-46,-3,10,-14,-4,-22
CCn1c(CCNC(=O)c2ccc(Cl)cc2)nnc1SCC(=O)NC1CCCC1,0.1,0.2,0,-1,-6,9,7,0,1
CCOC(=O)/C(C(N)=NCCO)=C(/O)c1ccccc1,0.3,0.5,-9,16,2,-3,-4,·,-14

High-throughput results from PubChem.
